Source: PubChem BioAssay
BoNT-A LC inh2 – inhibitors of Botulinum neurotoxin A light chain protease; multiplex microsphere protease substrate cleavage, flow cytometry; inhibition, % at 10 µM; actives 0.17% (n = 360,000); further: plate controls were buffer without enzyme for full effect and enzyme alone for no effect
DUSP3 inh – blocks human VHR1 dual specificity phosphatase | AID 1654 | P51452 | inhibition, % at 13.3 µM | actives 0.52% (n = 290,000) | recombinant VHR phosphatase, pNPP absorbance; in the data active means inhibition above about 50%; further: some compounds called inactive have numbers as strong as hits
Target sequence (P51452 whole entry, looked up): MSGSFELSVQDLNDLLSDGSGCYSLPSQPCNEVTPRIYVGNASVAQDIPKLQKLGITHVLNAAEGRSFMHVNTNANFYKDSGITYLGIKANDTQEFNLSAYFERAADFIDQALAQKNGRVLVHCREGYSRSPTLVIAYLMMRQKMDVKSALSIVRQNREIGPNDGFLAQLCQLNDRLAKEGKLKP
CCHF vOTU inh – CCHFV vOTU protease inhibition. actives 0.55% (n = 370,000). Pep-AMC fluorescence. inhibition, % at 11.5 µM. AID 651958; in the data active means inhibition above about 30%; further: 0% = vehicle wells with enzyme and 100% = no enzyme wells
BoNT F protease – inhibitors of Botulinum neurotoxin F light chain protease; AID 588497; actives 0.22% (n = 360,000); Multiplex microsphere protease cleavage assay, flow cytometry; inhibition, % at 10 µM; in the data active means inhibition above about 35%, passing the limit was not always enough; inconclusive means no clear call, values can overlap the other calls; further: plate controls were buffer without enzyme for full effect and enzyme alone for no effect
Rv3671c inh – Rv3671c (M. tuberculosis) protease inhibition | inhibition, % at 5.96 µM | actives 0.048% (n = 320,000) | AID 2606; in the data active means inhibition above about 38%;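 further: extracellular domain of Rv3671c used as enzyme; 0% = enzyme with DMSO and 100% = no enzyme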
Target sequence (P9WHR9 whole entry, looked up, the tested form may be a part): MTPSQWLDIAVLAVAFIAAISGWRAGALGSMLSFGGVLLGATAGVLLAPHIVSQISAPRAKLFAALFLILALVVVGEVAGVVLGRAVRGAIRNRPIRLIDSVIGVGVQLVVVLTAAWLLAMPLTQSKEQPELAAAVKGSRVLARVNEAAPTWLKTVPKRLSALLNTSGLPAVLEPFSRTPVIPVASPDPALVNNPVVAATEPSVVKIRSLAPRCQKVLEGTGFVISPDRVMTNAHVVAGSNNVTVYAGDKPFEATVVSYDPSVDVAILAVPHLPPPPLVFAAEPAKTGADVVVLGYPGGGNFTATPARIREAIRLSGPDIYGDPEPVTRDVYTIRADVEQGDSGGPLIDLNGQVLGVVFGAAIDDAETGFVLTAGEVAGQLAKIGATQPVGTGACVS
3CLpro inhibitor – SARS-CoV 3CLpro protease inhibition | P0C6X7 | recombinant SARS-CoV 3CLpro, quenched FRET peptide cleavage | inhibition, % at 6 µM | actives 0.14% (n = 290,000); in the data active means inhibition above about 12%
SSB-PriA inh – inhibitors of Klebsiella pneumoniae PriA binding to SSB C-terminal tail; inhibition, % at 33 µM; AlphaScreen SSBct-PriA binding, biotinylated peptide; actives 0.6% (n = 430,000); in the data active means inhibition mostly above about 37%, no sharp cut-off; inactive means mostly below about 20%;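 further: plate controls were negative control peptide for no effect and reference peptide for full effect; strong numbers were not always called active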
MazF activator – activators of E. coli MazEF toxin-antitoxin RNase; P0AE70; activation, % at 20 µM; FAM/BHQ RNA-DNA oligo cleavage fluorescence, 5 h; actives 0.32% (n = 350,000); in the data active means activation above about 50%
Target sequence (P0AE70 whole entry, looked up): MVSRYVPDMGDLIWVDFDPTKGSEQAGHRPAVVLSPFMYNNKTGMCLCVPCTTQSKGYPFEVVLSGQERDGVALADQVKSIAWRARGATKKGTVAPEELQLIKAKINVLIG
PrPC TRFRET – cell surface PrPC inhibition, primary TR-FRET screen. P04156. TR-FRET read-out. inhibition, % at 13.8 µM. actives 0.43% (n = 370,000); in the data active means inhibition above about 24%; further: 0% = median of the test wells and 100% = reference compound wells
Anthrax LF prot – blocks Bacillus anthracis lethal factor protease; P15917; multiplex microsphere protease cleavage assay, LF; inhibition, % at 10 µM; actives 0.12% (n = 360,000); further: plate controls were buffer without enzyme for full effect and enzyme alone for no effect
Starred values were filed as active, the others as inactive; u = inconclusive; x = not tested or not shown. Unless noted, no stated cut-off is given here; in the data, active means inhibition above about 30%; inconclusive means no clear call, values can overlap the other calls; inactive means below that. The list is partial. The share of hits here may be higher or lower than overall.

Values run as follows: BoNT-A LC inh2	DUSP3 inh	CCHF vOTU inh	BoNT F protease	Rv3671c inh	3CLpro inhibitor	SSB-PriA inh	MazF activator	PrPC TRFRET	Anthrax LF prot
CN1CCN(S(=O)(=O)c2ccc(NC(=O)c3ccco3)cc2)CC1
    0.3	-7	-5	4	-11	2	-14	-4	0	2
COCCn1c(N)c(N(Cc2ccccc2)C(=O)c2cc3ccccc3o2)c(=O)[nH]c1=O
    0.1	2	8	-6	-9	4	-14	2	6	-4
COc1ccc(-c2nc3c4ccccc4ccn3c2CN2CCOCC2)cc1OC
    0.7	19	-24	-5	-6	-7	10	3	1	-14
COc1ccccc1N1CCN(CCCNC(=O)Nc2ccccc2)CC1
    0.8	12	5	31	3	-1	12	7	-6	-3
CC(C)C1COC(c2cccc3ccccc23)=N1 (centres undefined)
    0.2	20	0	1	-2	-4	-16	6	9	-3
CSc1nc(N2CCOCC2)c2c(c1C#N)CC(C)(C)OC2
    -0.2	19	6	-4	-3	5	6	8	6	-2
COc1ccc(OCC(=O)N2CCN(C(=O)c3ccco3)CC2)cc1
    -0.5	14	4	-37	0	2	-6	2	-1	-4
COC(=O)[C@H](C)NC(=O)Nc1ccc(S(N)(=O)=O)cc1
    0.5	20	7	4	4	-3	-4	-7	0	-5
Cc1ccc(-c2nc(-c3ccccn3)no2)cc1[N+](=O)[O-]
    0.2	13	-2	0	9	3	-2	7	-25	-5
COc1ccc(/C=C2/Sc3ccc(C(=O)NCCCN4CCOCC4)cc3NC2=O)cc1OC
    x	21	24	x	3	-7	6	29	-31	x
Cc1cc(-c2csc(NC(=O)c3ccc(=O)[nH]c3)n2)c(C)n1Cc1ccccc1
    4.6	10	10	-8	-13	1	-8	12	2	-2
COc1ccccc1CNC(=O)Cn1ccc2cc(S(=O)(=O)N3CCCC3)ccc21
    -0.9	21	20	0	-6	1	-3	6	-4	-2
O=C(NC1=NCCS1)c1sc2cc(F)ccc2c1Cl
    -0.1	19	0	-2	-16	2	-1	-6	5	0
Cn1c(NC(=O)/C=C/c2ccccc2)cc(=O)n(C)c1=O
    0.3	5	12	-4	2	0	-1	2	-14	0
Cc1ccccc1C(=O)OC1OC(=O)C(Cl)=C1Nc1ccccc1 (centres undefined)
    -1.1	7	-6	3	-7	3	-13	-1	9	-7
CCCCN(CC)C(=O)c1ccccc1Oc1ccccc1
    -0.6	-2	12	-7	7	-1	-16	-5	1	0
O=C(Nc1ccc(S(=O)(=O)N2CCOCC2)cc1)C1CCCCC1
    0.0	-8	-2	13	-3	-3	-11	5	21	0
Cc1ccc(C)c(OCc2cc(C(=O)N3CCN(c4ccccc4)CC3)no2)c1
    -2.4	16	1	-6	-6	1	-13	-2	-1	-4
COc1ccc(CNC(=O)c2cccnc2SC)cc1OC
    -0.8	-2	7	-7	2	5	-11	11	-5	-7
C[C@@H]1CN([C@@H](C)CO)C(=O)CCCn2nncc2CO[C@@H]1CN(C)S(=O)(=O)c1ccc2ccccc2c1
    0.1	x	-4	-6	x	x	x	3	-4	-2
COc1ccc(N2CCN(C(C)C(=O)Nc3nnc(C)s3)CC2)cc1 (centres undefined)
    0.3	11	3	-4	-7	3	7	4	-9	1
COC(=O)c1ccc(NC(=O)c2cn(-c3cccc(C)n3)cn2)cc1
    -0.5	11	1	-20	x	5	7	-2	2	-6
CC(C)(C)OC(=O)N1CCCC(C(=O)Nc2cccc(C(=O)NCCc3ccccc3)c2)C1 (centres undefined)
    -0.3	x	-3	-7	x	x	13	6	4	-4
C=CCn1c(Cc2cccs2)nnc1SCC(=O)Nc1cc(OC)cc(OC)c1
    -2.9	11	-9	-8	-1	-6	-9	-1	8	-7
CC1CCCCC12NC(=O)N(CC(=O)NCC(=O)Nc1ccc(F)c(F)c1F)C2=O (centres undefined)
    x	x	-12	x	1	x	-5	7	-3	x
NS(=O)(=O)c1ccc(Cc2ncc(C(F)(F)F)cc2Cl)s1
    -0.3	-2	2	-13	3	0	-3	7	5	-3
COc1ccccc1CNC(=O)[C@@H]1CCCN1C(=O)C1CCN(S(=O)(=O)c2ccc(C)cc2)CC1
    -1.2	-4	2	2	6	1	4	-14	6	-2
O=C(Cn1c(=O)n(-c2cccc(C(F)(F)F)c2)c(=O)c2sccc21)NCC1CCCO1 (centres undefined)
    3.3	17	5	6	-6	5	2	8	-1	-6
O=C(Cn1[nH]c(=O)c2ccccc2c1=O)NCC1COc2ccccc2O1 (centres undefined)
    2.6	x	6	2	2	x	-9	-1	-6	0
c1ccc(COc2ccc(OCCOCCn3cncn3)cc2)cc1
    -0.3	6	12	-5	0	-3	-10	-1	1	3
O=C(NN=C1CCC(c2ccccc2)CC1)c1cc2c(s1)CCCC2 (centres undefined)
    1.1	34	3	2	-3	5	-4	0	7	2
CN(C)c1ccc(/C=C/CNC[C@H]2O[C@@H](n3ccc(N)nc3=O)[C@H](O)[C@@H]2O)cc1
    -0.1	x	4	-2	x	x	x	3	-2	0
Cc1cc(C)nc(/N=C(\N)Nc2ccc(C(C)C)cc2)n1
    -3.9	-5	-12	u	2	-1	x	2	6	-14
CN(C)/C=C(/C(=O)c1ccc(Cl)cc1Cl)S(=O)(=O)c1ccc(Cl)cc1
    -0.2	0	4	8	-8	3	1	3	-6	-2
O=C(Cn1cc(C(=O)c2ccco2)c2ccccc21)Nc1ccccc1F
    -1.4	15	14	-7	-6	1	-7	5	20	-3
CCN1C(=O)/C(=C\c2nc3ccccc3c(=O)n2CC)c2ccccc21
    -0.2	13	14	-1	-11	4	-5	9	0	-2
Cc1ccc(Oc2ncc(CN3CCOCC3)s2)cc1
    0.5	41	4	5	3	0	-2	-1	8	-3
Cc1ccc2c(c1)N(CC(=O)NCCCN1CCN(C)CC1)C(=O)CO2
    0.4	41	4	2	4	-4	-5	1	-2	0
Cc1nnc(Nc2ccc(Cl)cc2)s1
    u	6	0	u	4	0	3	6	5	5
CC1(C)C2CCC1(CS(=O)(=O)NC(CC(=O)O)c1cccc(Br)c1)C(=O)C2 (centres undefined)
    -1.0	15	12	16	-9	-1	1	3	-3	-5
CC(NC(=O)COC(=O)CNC(=O)c1ccc(-c2ccccc2)cc1)c1ccccc1 (centres undefined)
    2.6	x	12	0	-8	x	-10	-4	-4	7
c1cc(-c2ccc3c(c2)CCO3)n2cnnc2c1
    -0.9	x	6	3	x	x	x	x	-8	3
COc1ccc(OCCN2C(=O)NC3(CCc4ccccc4C3)C2=O)cc1 (centres undefined)
    -0.1	-4	0	0	-1	0	-13	3	-8	-1
CCN1CCCC1CNS(=O)(=O)c1ccc(Br)cc1 (centres undefined)
    0.3	-28	-7	-8	1	0	-8	10	2	-7
CCc1ccc(N2CC(C(=O)Nc3nc4ccc(S(C)(=O)=O)cc4s3)CC2=O)cc1 (centres undefined)
    -2.0	20	-15	-11	-2	2	-1	3	0	4
COCCNC(=S)N/N=C(\C)c1ccccc1O
    -1.6	-7	12	-22	-1	2	x	0	2	-3
COc1ccc(CN(C)C(=O)CCC(=O)N2CCN(S(=O)(=O)c3ccc(Cl)cc3)CC2)c(OC)c1
    0.6	x	9	0	x	x	7	-2	15	-5
COc1ccc(CN2CCn3ncc(C(=O)Nc4ccccc4)c3C2=O)cc1
    -0.1	12	6	-13	-4	-2	-11	5	0	2
CN(CC(=O)Nc1cc(C(F)(F)F)ccc1-n1cncn1)Cc1ccccc1N1CCOCC1
    0.2	x	4	7	x	x	-7	3	5	3
O=C(Cn1ccc(C(F)(F)F)n1)N=Nc1c(O)[nH]c2ccccc12
    -0.9	26	4	-7	2	2	18	10	-29	-3
CCN(CC)CCOC(=O)c1cccc(Br)c1
    -0.5	-15	-6	2	-3	-4	-13	1	-3	4
O=C(N/N=C/c1ccc([N+](=O)[O-])cc1)c1cc(C2CC2)[nH]n1
    0.2	-7	16	4	-3	-3	x	10	-52	-4
Cc1cccc(C)c1NC(=O)COn1nnc2ccc(C(F)(F)F)cc21
    0.1	1	11	2	-1	3	1	4	-2	1
CCOc1ccc(-c2c(=O)n(OCc3nc4ccccc4[nH]3)c3ccccc3[n+]2[O-])cc1
    -1.3	18	16	u	-13	0	-8	-13	-11	12
CCOC(=O)/C=c1\s/c(=C\c2c(OCC)ccc3ccccc23)c(=O)n1CC(=O)NCC1CCCO1 (centres undefined)
    0.2	9	9	5	-24	-2	x	-17	-11	-3
Cc1nc2ccccc2nc(C)c1=NOCc1cccc(Cl)c1
    0.4	-2	1	-6	10	0	-25	4	4	0
Cc1ccccc1CCNC(=O)C1CC(O)CN1C(=O)Nc1ccccc1 (centres undefined)
    -1.7	5	-19	u	4	-5	-2	3	-7	-4
O=S(=O)(c1cc(Cl)sc1Cl)N1CCCC1
    0.6	-7	1	5	2	1	-16	-3	-3	1
Cc1cccnc1C(NC(=O)C1CCN(CCCOc2ccccc2)CC1)c1ccc(F)cc1 (centres undefined)
    -0.1	x	-9	8	x	x	x	x	-1	-3
Nn1c(SCC(=O)Nc2ccc3c(c2)OCCO3)nnc1-c1cccnc1
    0.9	37	7	4	4	-5	-4	3	-11	-4

(more compounds)
Values run as follows: BoNT-A LC inh2	DUSP3 inh	CCHF vOTU inh	BoNT F protease	Rv3671c inh	3CLpro inhibitor	SSB-PriA inh	MazF activator	PrPC TRFRET	Anthrax LF prot
CCOC(=O)c1sc2nc(N3CCOCC3)c3c(c2c1N)CC(C)(C)N(C)C3
    0.6	-2	-31	18	9	-1	30	1	-7	-3
CC(=O)N1CCN(C(=S)Nc2ccc(SC(F)F)cc2)CC1
    -1.0	-4	-5	-6	2	3	-8	6	10	-8
O=C(NCc1ccco1)c1cc(-c2ccccc2)nn1CC1CC(c2cccc([N+](=O)[O-])c2)=NO1 (centres undefined)
    -0.1	x	3	-6	-24	x	3	-3	-9	-10
O=C(CC12CC3CC(CC(C3)C1)C2)NCC(=O)N1CCCC1
    -0.6	0	-3	5	5	1	-8	7	-6	-2
O=C(NC1CC1)c1sc2cc(F)ccc2c1Cl
    0.4	x	2	3	-9	x	-9	-4	-2	-3
Cn1cc(C=O)c2cc(S(=O)(=O)N3CCOCC3)ccc21
    -0.9	-11	8	-7	-8	-7	-3	1	0	1
CCOC(=O)c1c(C)c(C(=O)N2CCN(c3cccc(Cl)c3)CC2)c(C)n1C
    1.2	21	16	3	3	-1	29	5	-2	-3
O=C(COc1ccccc1)NN1C(=O)CSC1=S
    -0.2	9	4	2	-6	5	-11	18	-1	0
Cc1ccc(S(=O)(=O)N(C)C[C@@H]2Oc3ccc(NS(C)(=O)=O)cc3CC(=O)N([C@H](C)CO)C[C@@H]2C)cc1
    0.1	x	-1	-6	1	x	1	-1	0	-11
O=C(Nc1cccc(S(=O)(=O)N2CCCCC2)c1)c1cccs1
    -0.5	24	1	-4	-5	-3	-5	4	7	-2
CCn1cc(CNC(=O)C2CCC(=O)N(CCc3cccc(F)c3)C2)cn1 (centres undefined)
    1.5	17	-3	9	x	1	2	0	2	-2
COC(=O)c1c(NC(C)=O)sc(C(=O)Nc2ccccc2OC)c1C
    0.5	8	-14	-1	7	-5	-12	-7	0	-1
O=C(Nc1ccc(Cl)cc1)Nn1cnnc1
    0.2	-11	0	u	x	-3	-3	15	6	3
Cc1ccc(C(=O)Nc2cccc(C(=O)NCc3ccccc3)c2)o1
    -0.5	-6	-3	-9	-1	-5	-13	6	16	-3
COc1ccc(C(=O)Nc2ccc3nc4n(c(=O)c3c2)CCCCC4)cc1OC
    0.1	x	1	2	x	x	x	12	-7	2

Another view of part of the listing above.
SMILES	BoNT-A LC inh2	DUSP3 inh	CCHF vOTU inh	BoNT F protease	Rv3671c inh	3CLpro inhibitor	SSB-PriA inh	MazF activator	PrPC TRFRET	Anthrax LF prot
O=C(NC1CC1)c1sc2cc(F)ccc2c1Cl	0.4	x	2	3	-9	x	-9	-4	-2	-3
Cn1cc(C=O)c2cc(S(=O)(=O)N3CCOCC3)ccc21	-0.9	-11	8	-7	-8	-7	-3	1	0	1
